NR2E3 ag-1 = agonists of human NR2E3 nuclear receptor; Q9Y5X4; CHO-S Gal4-NCOR/VP16-NR2E3 two-hybrid, luciferase; inhibition of corepressor binding, % at 3.98 µM; 0.35% of 360,000 active; AID 602229;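 active means inhibition above the mean of all tested compounds plus 3 SD, cut at about 70% in these data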;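 further: 0% = DMSO with NR2E3 transfected cells and 100% = cells lacking NR2E3 construct; higher means lower luciferase signal from less NR2E3 corepressor binding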
Target sequence (Q9Y5X4 whole entry, looked up, the tested form may be a part): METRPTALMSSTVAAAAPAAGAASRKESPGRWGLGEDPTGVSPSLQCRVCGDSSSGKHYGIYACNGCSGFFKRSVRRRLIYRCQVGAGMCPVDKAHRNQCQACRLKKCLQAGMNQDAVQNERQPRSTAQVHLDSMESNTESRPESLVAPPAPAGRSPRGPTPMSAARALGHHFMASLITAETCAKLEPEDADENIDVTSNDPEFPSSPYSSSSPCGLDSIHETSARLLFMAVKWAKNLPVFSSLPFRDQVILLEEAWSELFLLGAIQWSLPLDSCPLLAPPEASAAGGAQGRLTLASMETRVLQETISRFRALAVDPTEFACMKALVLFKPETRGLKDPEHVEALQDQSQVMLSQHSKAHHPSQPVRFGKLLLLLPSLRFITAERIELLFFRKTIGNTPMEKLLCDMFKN
HIF-2a block = HIF-2a inhibition. 786-0 RCC cells HIF-2a reporter, luciferase luminescence, overnight. inhibition, % at 18.8 µM. 0.72% of 360,000 active;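 active means inhibition of the luminescence signal of 40% or more relative to plate controls, in a single-dose primary screen at 18.75 µM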
TROY signal inh = TROY signaling inhibition. 0.98% of 360,000 active. inhibition, % at 10 µM. Q293 LMP1-TROYcd NF-kB luciferase reporter, 4 h;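 active means compounds whose plate-normalised and pattern-corrected inhibition of the luciferase reporter signal at the single screening dose is 50% or more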
Peg3 prom inh = Peg3 promoter activity inhibition; 1.7% of 360,000 active; inhibition, % at 20 µM; AID 588405; HeLa PEG-Prom luciferase reporter, luminescence, overnight;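 active means inhibition of at least 50% at 20 µM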
CF NFkB inh = inhibitors of cystic fibrosis induced NF-kB; KKLEB NF-kB-GFP reporter, PAF-induced, GFP fluorescence overnight; inhibition, % at 5 µM; 0.86% of 360,000 active;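 active means at least 50% inhibition at 5 µM, scaled per plate between neutral and stimulator controls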;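 further: PAF is a Pseudomonas aeruginosa culture filtrate used as stimulus; plate controls were PAF-stimulated DMSO wells for no effect and unstimulated DMSO wells for full effect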
NR2E3 ag-2 = NR2E3 (human) agonism | GST-NR2E3/biotin-RetCOR TR-FRET, 1536-well | inhibition of corepressor binding, % at 4.78 µM | 0.12% of 320,000 active | AID 2300;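 active means percent inhibition above the cutoff of mean plus 3 SD of all tested compounds, set per screening campaign, cut at about 20% in these data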;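 further: 0% = DMSO wells and 100% = biotin wells as full block of FRET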
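Assay system: NR2E3–RetCOR corepressor complex. Quantity: 1.35 nM GST-NR2E3. Buffer or medium: pH 7.5 Tris-based buffer. Reagent: biotinylated RetCOR corepressor at 7 nM final. Schedule: 5 h at 4 °C. Detection: TR-FRET, emission read at 617 and 671 nm. Replicates: one well per compound, singlicate testing.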
Shn3 inh set2 = reduces Shn3 3'UTR luciferase signal in osteoblasts. Clone20 osteoblast Shn3 3'UTR firefly luciferase, 24 h. inhibition, % at 12.5 µM. 0.52% of 360,000 active;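 active means mean inhibition of at least 75% with every replicate also reaching 75%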;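 further: 0% = median of neutral control wells and 100% = pilot-screen positive control compound; some compounds past the cut are filed as inactive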
TRAIL sens C8 = sensitizes caspase-8 expressing cells to TRAIL; NB7+C8 cells + TRAIL, ATPlite viability luminescence; inhibition (viability loss, TRAIL sensitization), % at 10 µM; 1% of 360,000 active; AID 624354;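 active means compounds causing at least 50% loss of cell viability in the single-dose screen, relative to plate controls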
KKLEB tox = reduces viability of KKLEB cystic fibrosis airway cells | KKLEB CF airway cells viability, ATPlite luminescence, overnight; stronger effect = lower value; cells stimulated with P. aeruginosa culture filtrate | 0.36% of 360,000 active | activity change (cytotoxicity), % at 5 µM;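 active means corrected activity change at or below -50% at 5 µM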
TRPM1 prom inh = MITF TRPM1 promoter inhibition in SK-MEL-5 cells; inhibition, % at 12.5 µM; 0.83% of 330,000 active; SK-MEL-5 TRPM1 promoter luciferase, 24 h;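 active means mean inhibition across replicates of 60% or more, whatever share of single replicates reaches that level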; further: values of inactives mirror those of a sister screen read the other way
TWEAK Fn14 block = TWEAK-Fn14 signaling inhibition. inhibition, % at 10 µM. TWEAK-stimulated Fn14 reporter cells, luciferase luminescence, 8 h. 2% of 360,000 active; in the data active means inhibition above about 50%
Active calls of the source: *; · = not tested or not shown. This is a subset; the hit share may differ from the screen's.

compound	NR2E3 ag-1	HIF-2a block	TROY signal inh	Peg3 prom inh	CF NFkB inh	NR2E3 ag-2	Shn3 inh set2	TRAIL sens C8	KKLEB tox	TRPM1 prom inh	TWEAK Fn14 block
CC1(C)CC(CC(=O)O)C(=O)O1 (stereo not drawn)	4	14	-6	0	12	-2	-4	-8	-2	-5	-7
COC(=O)c1cccc(NC(=O)CN2CCN(Cc3ccccc3)CC2)c1	-5	-16	-5	-13	-8	0	-15	-5	-8	-10	-11
Cc1ccc(C(=O)CCC(=O)OCC(=O)Nc2nnc(-c3ccccc3)o2)cc1	-2	13	-5	-6	12	·	-11	0	-4	-5	-6
N=c1c(C(=O)NC2CCCC2)cc2c(=O)n3ccccc3nc2n1Cc1ccccc1	8	-6	-30	-24	1	0	23	12	-20	-2	-21
COc1cc(C(C(=O)NC2CCCCC2)N(C(=O)c2cnccn2)c2ccccc2)cc(OC)c1OC (stereo not drawn)	-19	3	5	2	5	·	6	16	2	3	17
CC(=O)Nc1cccc(C(=O)Nc2cccc(S(=O)(=O)NCc3ccco3)c2)c1	-26	10	-4	-3	13	1	-1	6	15	-1	17
COc1cc(Nc2c3c(nc4ccccc24)CCC3)cc(OC)c1OC	-49	3	21	6	-1	-3	27	22	-24	21	17
Cc1cc(C)n2c(NCc3ccccc3)c(-c3cc4ccccc4o3)nc2n1	-65	-30	-19	·	·	·	·	-7	·	·	8
OC(COc1c(F)cc(Br)cc1F)CN1CCc2ccccc2C1 (stereo not drawn)	18	6	23	2	9	-1	-6	17	-18	2	-3
O=C(CSc1nnc(-c2ccccc2)o1)c1nnc(-c2ccccc2)o1	0	-9	-7	-12	-21	5	-3	2	7	-8	-1
CN(C)CCCN(Cc1ccccc1)C(=S)NCc1ccccc1	-5	5	0	0	-13	-1	-1	-1	10	-2	-5
CN(C)c1ccc(O)c2c1CC1CC3C(N(C)C)C(=O)C(C(N)=O)=C(O)[C@@]3(O)C(=O)C1=C2O (stereo partly drawn)	-21	2	13	7	33	2	20	3	-6	25	1
CC(C)CC1C(=O)N(Cc2cn(Cc3ccco3)nn2)CCS(=O)(=O)N1Cc1ccc(-c2ccc(F)cc2)cc1 (stereo not drawn)	-21	-28	23	64*	48	·	11	20	-21	·	31
O=C1C(Cl)=C(N2CCOCC2)C(=O)N1c1ccc(Br)cc1	16	2	-10	-1	3	4	4	29	-2	-1	18
Cc1cccc(-c2cnc(C(O)c3ccc(Cl)cc3C)[nH]2)c1 (stereo not drawn)	-2	3	10	24	18	·	3	-10	-13	·	-10
COC(=O)C1=CN(C(C)c2ccccc2)C=C(C(=O)OC)C1c1cc(OC)c(OC)c(OC)c1 (stereo not drawn)	-7	7	-28	-3	-10	-2	29	-1	-5	9	-5
C[C@H](NC(=O)c1nc[nH]c1C(=O)NCC(=O)OC(C)(C)C)c1ccccc1	-19	1	6	4	8	-2	-9	4	9	-5	-7
C=CCNc1nc(C2(C)CC3(CC(C)OC3=O)C(=O)O2)cs1 (stereo not drawn)	1	10	-8	19	25	3	19	-3	-12	2	-9
O=C(CCNC(=O)c1ccc(Cl)cc1)NN1C(=O)NC2(CCCCC2)C1=O	-3	5	8	13	-9	3	-2	-1	2	-3	9
O=C(Nc1ccc(OC(F)F)c(Cl)c1)c1ccccn1	-120	-333	-45	-293	19	-2	-81	25	-1	-83	-17
COc1cccc(CNC(=S)Nc2cc(C)cc(C)c2)c1	-16	8	-6	3	10	4	-12	-5	11	6	0
Nc1ccc(S(=O)(=O)NCC(=O)OC2CCOC2=O)cc1[N+](=O)[O-] (stereo not drawn)	-28	10	-5	-9	0	3	-19	7	3	2	-9
O=C(CCc1ccccc1)NNC(=O)c1ccc(Br)cc1	10	8	-24	-5	-13	3	1	-8	-4	0	12
CN(C(=O)CSc1nc(-c2ccccc2)cn1N)C(c1ccccc1)c1ccccc1	-19	4	1	19	-9	1	27	5	-3	-12	-2
CCN(CC)c1ccc(C(=O)N2CCN(Cc3ccccc3)CC2)cc1	-8	-1	-6	-2	18	-5	0	-2	-12	-3	-19
COc1ccc([C@H]2CC(=O)C=C(c3cccc(CO)c3)C2)cc1	-7	-29	-5	-31	20	0	18	-4	-4	-8	2
N#Cc1ccccc1Oc1ccc(S(=O)(=O)N2CCCCC2)cn1	-23	-106	-35	-123	-5	-2	-35	18	13	-22	-12
Cc1nn(CC(=O)Nc2ccc3c(c2)nc2n3CCN(C3CCCCC3)C2)c(=O)c2ccccc12	4	6	-14	-17	-10	1	6	0	0	-6	-35
COc1ccc2c(c1OC)C(=O)N(c1ccccn1)C2	-111	-210	-41	-249	-6	0	-39	19	2	-35	-1
OC(c1ccc(Cl)c(F)c1)c1ncc(-c2cccc3ccccc23)[nH]1 (stereo not drawn)	6	3	-21	46	34	·	2	6	-35	·	21
CN1C(C)(C)CC(O)(C(=O)O)CC1(C)C	20	7	9	7	3	·	-4	-5	-28	·	0
CCOC(=O)CSc1nnc(NC(=O)c2cccc([N+](=O)[O-])c2C)s1	-10	24	-3	-3	-4	0	6	14	8	3	-18
O=C(COc1ccccc1Cl)Nc1ccc2c(c1)C(=O)NC2=O	-8	-202	-44	-159	27	-1	-31	-18	-21	-54	-42
COc1ccc(CNC(=O)C2CCCN2C)cc1OC (stereo not drawn)	-18	10	12	7	-6	-1	11	7	1	12	-10
CCOC(=O)c1nc2cc3n(c(C)c-2c1C)C(C)C(CC)=C3C (stereo not drawn)	-4	3	-2	-67	-18	2	12	0	-6	-10	-5
Cc1c(CC(=O)O)c(=O)oc2cc(OCc3ccc(Cl)cc3)ccc12	-43	-74	-22	-31	-6	-2	14	14	-4	2	8
COc1ccc(CNC(=O)COc2ccc(S(=O)(=O)N3CCCCC3)cc2Cl)cc1	12	9	14	28	17	1	27	22	13	-3	26
COc1cc(C2N(c3ccccn3)C(=O)C3CCCN32)cc(OC)c1OC (stereo not drawn)	-7	13	-2	2	5	0	-4	-23	7	6	5
O=C1c2cccnc2C(Nc2ccccc2)N1Cc1ccco1 (stereo not drawn)	18	-13	-4	-18	14	2	-3	-1	-22	-4	14
O=C(Cc1c(O)c2ccccc2[nH]c1=O)NC1CCCCCCC1	-20	16	-12	9	4	0	-15	-5	-13	1	-4
CCCNC(=S)N1CCC(C(=O)c2ccc(F)cc2)CC1	4	17	-5	9	-4	-1	-17	-1	8	2	3
Cc1ccc(S(=O)(=O)NCCN=C(CN2CCCC2)NS(=O)(=O)c2ccc(C)cc2)cc1	-7	0	2	15	-1	5	8	-4	4	-6	10
C[C@]12CCC(=O)CC1=CCC1C3CC=C(C#N)[C@@]3(C)CC[C@@]12O (stereo partly drawn)	13	15	-19	-8	-7	1	2	-10	-2	10	-6
COc1ccc([N+](=O)[O-])cc1C1NN=C(c2ccccc2O)S1 (stereo not drawn)	-42	-60	-31	-22	-29	0	-5	8	5	18	-31
C[C@@H](NC(=O)C1(c2ccccc2)CCN(C(=O)OC(C)(C)C)CC1)C(=O)N[C@@H](C(=O)O)c1ccccc1	-19	-3	-1	4	6	-1	10	1	-8	3	31
NCCCCNCCCN	-78	-9	-7	-5	-3	-2	-5	1	3	-14	1
COCc1cc(C)nc(SCC(=O)Nc2ccc3c(c2)n(C)c(=O)n3C)c1C#N	-6	11	4	-32	-25	1	-7	-3	1	-4	-2
CC(=O)c1cn(CC(=O)Nc2ccccc2C)c2ccccc12	37	18	20	12	2	2	77	0	-1	8	13
COc1ccc(NC(=O)c2cc(-c3cc(C)cc(C)c3O)n[nH]2)cc1Cl	-32	-12	64*	61*	33	-3	11	6	-4	2	82*
O=C(CC(c1ccccc1)c1ccccc1O)N1CCCC1 (stereo not drawn)	-46	-12	10	-9	-6	5	7	-1	3	8	3
COc1ccc2oc(=O)c(-c3csc(Nc4cccc(O)c4)n3)cc2c1	-67	-391	0	-14	-30	0	-35	11	-7	-75	25
